POLI inh: qHTS for Inhibitors of Polymerase Iota. Potency, µM (series often up to 115 µM), inactives show top-dose activity, negative = inhibition, usual class: inhibitors. Pol iota fluorescent replication assay, 10 min. DNA polymerase iota (Homo sapiens), Q9UNA4. 1% of 390,000 active
Target sequence (Q9UNA4 whole entry, looked up): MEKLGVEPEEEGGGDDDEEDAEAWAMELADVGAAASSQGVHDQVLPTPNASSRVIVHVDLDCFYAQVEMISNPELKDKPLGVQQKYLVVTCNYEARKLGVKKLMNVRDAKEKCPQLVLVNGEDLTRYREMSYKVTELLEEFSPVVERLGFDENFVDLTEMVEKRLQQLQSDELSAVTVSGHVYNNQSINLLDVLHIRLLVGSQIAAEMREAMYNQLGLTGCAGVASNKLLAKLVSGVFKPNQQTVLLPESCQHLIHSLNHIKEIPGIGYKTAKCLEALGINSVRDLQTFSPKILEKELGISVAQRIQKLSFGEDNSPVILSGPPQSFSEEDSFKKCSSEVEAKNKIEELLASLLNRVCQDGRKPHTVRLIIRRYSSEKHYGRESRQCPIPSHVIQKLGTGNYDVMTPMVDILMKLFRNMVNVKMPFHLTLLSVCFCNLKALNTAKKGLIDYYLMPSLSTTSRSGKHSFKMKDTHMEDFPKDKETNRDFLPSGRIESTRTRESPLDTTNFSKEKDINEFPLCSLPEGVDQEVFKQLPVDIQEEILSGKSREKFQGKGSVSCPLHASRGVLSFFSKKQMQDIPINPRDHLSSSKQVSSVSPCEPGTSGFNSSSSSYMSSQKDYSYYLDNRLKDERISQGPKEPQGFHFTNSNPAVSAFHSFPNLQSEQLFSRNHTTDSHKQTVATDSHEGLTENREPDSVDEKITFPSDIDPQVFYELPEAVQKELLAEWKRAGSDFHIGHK
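Pol iota at 10 nM preincubated 15 min with compounds at room temperature; reaction started with fluorescent substrate, 50 nM final. Fluorescence read kinetically at 0 and 10 min; buffer-only wells as negative control.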
JMJD2A Tudor inh: qHTS Assay for Inhibitors of JMJD2A-Tudor Domain. Lysine-specific demethylase 4A (Homo sapiens), O75164. AlphaScreen JMJD2A-Tudor / H3K4me3 peptide binding. Potency, µM (highest dose often 114 µM), for inactives: at the highest dose activity change, negative = inhibition, most hits filed as inhibitors. 4.4% of 390,000 active. AID 504339, 2011; also: % is scaled to controls: 0 for no effect and ±100 for the full control effect; nearly all actives have a fitted effect of over 50% in size
APEX1 inh: qHTS Assay for Inhibitors of the Human Apurinic/apyrimidinic Endonuclease 1 (APE1); 0.35% of 350,000 active; DNA repair nuclease/redox regulator APEX1 (Homo sapiens), P27695; Potency, µM (titrated, usually from 65.8 µM), for the others: at the highest dose activity change, negative = inhibition, usual class: inhibitors; recombinant APE1, TAMRA/BHQ-2 abasic DNA cleavage fluorescence; AID 2517, 2012;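 also: plate controls were vehicle for no effect and reference inhibitor for full effect; nearly all actives have a fitted effect of over 55% in size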
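APE1 at 0.75 nM preincubated 15 min at room temperature with compound. Reaction then started with 50 nM double-stranded THF-abasic substrate labelled with TAMRA/BHQ-2, and 525/598 nm fluorescence read kinetically. Activity taken as third-minus-first read difference, normalized to DMSO and NSC13755 controls.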
G9a block: qHTS Assay for Inhibitors of Histone Lysine Methyltransferase G9a; Histone-lysine N-methyltransferase EHMT2 (Homo sapiens), Q96KQ7; G9a H3K9 monomethylation, AlphaScreen, 2 h; 8.8% of 350,000 active; AID 504332, 2011; Potency, µM (doses to about 102 µM), inactives show at the top dose activity, negative = inhibition, hits mostly inhibitors; also: % is scaled to controls: 0 for no effect and ±100 for the full control effect; nearly all actives have a fitted effect of over 75% in size
Target sequence (Q96KQ7 913-1193 limits assumed): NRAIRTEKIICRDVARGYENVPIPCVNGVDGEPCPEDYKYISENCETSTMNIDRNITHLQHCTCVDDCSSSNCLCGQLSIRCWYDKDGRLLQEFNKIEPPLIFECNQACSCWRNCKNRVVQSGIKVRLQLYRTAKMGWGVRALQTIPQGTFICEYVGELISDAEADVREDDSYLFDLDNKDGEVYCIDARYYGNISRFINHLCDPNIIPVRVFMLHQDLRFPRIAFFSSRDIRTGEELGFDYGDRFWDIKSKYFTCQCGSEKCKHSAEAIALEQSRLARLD
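Using a bead-based AlphaScreen, monomethylated H3K9 product from 2 h room-temperature reactions (G9a 20 nM, peptide 500 nM, SAM 20 uM) was detected with 0.5 ug/mL rabbit anti-H3K9me1 antibody.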
Pol beta inh: qHTS Assay for Inhibitors of DNA Polymerase Beta. Potency, µM (doses to about 114 µM), inactives show at the highest dose activity change, negative = inhibition, usual class: inhibitors. P06746. 1.3% of 340,000 active. Pol beta primer extension/strand displacement, fluorescence kinetic. AID 485314, 2010; also: % is scaled to controls: 0 for no effect and ±100 for the full control effect
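Pol beta (10 nM) was preincubated with compound for 15 min at room temperature. The reaction was then started with 50 nM substrate and read immediately and after a further 10 min at room temperature.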
BLM helicase inh: qHTS Assay for Inhibitors of Bloom's syndrome helicase (BLM); recombinant BLM DNA unwinding, fluorescence dequenching; Potency, µM (series often up to 56.1 µM), without a hit: at the highest dose activity change, negative = inhibition, most hits filed as inhibitors; 0.2% of 350,000 active; AID 2528, 2010;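 also: plate controls were vehicle for no effect and no enzyme for full effect; nearly all actives have a fitted effect of over 35% in size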
BAZ2B inh: qHTS Assay for Inhibitors of BAZ2B; AlphaScreen BAZ2B-H3K14Ac peptide displacement; Potency, µM (doses to about 114 µM), for the others: top-dose activity change, negative = inhibition, hits mostly inhibitors; 4.4% of 360,000 active; also: % is scaled to controls: 0 for no effect and ±100 for the full control effect; nearly all actives have a fitted effect of over 60% in size
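BAZ2B (50 nM) with biotin-H3(5-23)K14Ac peptide (50 nM) in PBS pH 7.4, 0.01% Tween-20, preformed 30 min, then compound 30 min at room temperature; top concentration 110uM. AlphaScreen streptavidin donor/nickel chelate acceptor beads (10 ug/mL final), 20 min dark, signal read.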
Pol eta inh: qHTS for Inhibitors of Polymerase Eta; 1.2% of 390,000 active; recombinant Pol eta, fluorescent DNA replication assay; DNA polymerase eta (Homo sapiens), Q9Y253; Potency, µM (highest dose often 114 µM), without a hit: top-dose activity change, negative = inhibition, hits mostly inhibitors; also: % is scaled to controls: 0 for no effect and ±100 for the full control effect
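Fluorescent replication assay: 50 nM final substrate added after a 15 min room-temperature compound preincubation with 10 nM enzyme. Signal taken at 0 min and again at 10 min.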
POLK inh: qHTS for Inhibitors of Polymerase Kappa; Potency, µM (top dose mostly 107 µM), inactives show at the top dose activity, negative = inhibition, most hits filed as inhibitors; DNA polymerase kappa (Homo sapiens), Q9UBT6; 0.53% of 400,000 active; purified Pol kappa, fluorescent DNA synthesis assay, 10 min; AID 588579, 2011; also: % is scaled to controls: 0 for no effect and ±100 for the full control effect
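Here, compound and 10 nM enzyme are combined for 15 min at room temperature; adding 50 nM substrate (final) starts DNA synthesis, tracked by fluorescence at 0 and 10 min against buffer-only wells.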
* hit, by the source's call; ? = inconclusive; nt = not tested or not shown; [ ] = another dose, or the depositor's remark. Calls follow the shape of the dose curve; as a rule, active = well fitted curve in the direction sought with a large enough effect; inconclusive = small, poorly fitted or top-dose-only effect, or another doubt; inactive = no such curve, though single readings can be large; an effect the other way counts as inactive or inconclusive. Potency is read from the fitted curve at half-maximal effect. These rows are one share of the data, so the mix of outcomes need not match the whole.

SMILES | POLI inh | JMJD2A Tudor inh | APEX1 inh | G9a block | Pol beta inh | BLM helicase inh | BAZ2B inh | Pol eta inh | POLK inh
Cc1ccc(NC(=O)C2CCCN2S(=O)(=O)c2ccc3c(c2)CCCC(=O)N3)cc1C (stereo not given) | -4% | -15% | nt | 9%[59 µM] | 40% | -1% | -7% | -8% | 17%
CCCc1cc(C(=O)Nc2cc(C)on2)no1 | -16% | -4% | 2% | 5% | 8% | -3% | -3% | -10% | -9%
Cn1c(=O)[nH]c(=O)c2c1nc(SCCO)n2CCCc1ccccc1 | 0% | -16% | 22% | ? | 21% | -4% | 4% | -10% | -8%
c1ccc(COc2ccc(OCCCCN3CCCCC3)cc2)cc1 | 18% | 7.1µM* | 4% | 8.9µM* | 3% | -1% | 40µM* | ? | 4%
O=C(Nc1ccccc1N1CCCC1)C1=COCCO1 | 28% | -19% | -14% | 9%[12.7 µM] | nt | nt | 0% | -8% | -20%
CSc1nc(N)nc2c1ncn2C1OC(CO)CC1O (stereo not given) | 8% | -1% | nt | nt | nt | nt | nt | -7% | -6%
CCCCn1c(C)cc2c(c1=O)C1O[C@](c3ccc(OC)cc3)(Cc3cc(OC)c(OC)cc31)O2 | nt | nt | 4.3µM* | -4%[2.33 µM] | ? | -11%[12.4 µM] | -34%[22.9 µM] | nt | nt
COC(=O)NC(=C(Cl)Cl)S(=O)(=O)c1ccccc1 | 2% | 2% | 3% | ? | 23% | 3% | 0% | -11% | -2%
COC(=O)C1CSC2c3ccccc3C(=O)N12 (stereo not given) | -18% | -7% | nt | nt | nt | nt | nt | -6% | -4%
CC1CCN(C(=O)Cn2c3ccccc3c3nc4n(c(=O)c32)CCS4)CC1 | 30% | -8% | 1% | nt | 18% | 0% | -14% | -17% | 5%
O=C(CSc1nc2ncc(Cl)cc2[nH]1)N1CCC(Cc2ccccc2)CC1 | -12% | -3% | 15% | nt | nt | nt | nt | -8% | -7%
Cc1ccc(NC(=O)Cn2nnc(-c3ccccc3-n3cnnn3)n2)c(C)c1 | 94%[activator] | -7%[11.4 µM] | -2% | -51% | -5% | -14% | -2% | -11% | -8%
CCOC(=O)c1[nH]c(C)c(/C(O)=C2\C(=O)C(=O)N(CCCN3CCOCC3)C2c2cccs2)c1C (stereo not given) | 46%[activator] | -17% | -8% | nt | -2% | -5% | -15% | 3% | -2%
Cc1cc(C)c(/C=C/c2onc(C)c2S(=O)(=O)N2CCC(C(=O)NCCc3ccccc3)CC2)c(C)c1 | 18% | -14% | nt | 7%[59 µM] | 8% | -6% | 3% | -15% | -8%[60.1 µM]
CC1(C)Oc2ccc3ccc(=O)oc3c2[C@@H](O)[C@@H]1O | 16% | -9% | 43% | -4%[2.33 µM] | nt | nt | -14% | -9% | 6%
Cc1ccc(N(Cc2ccccc2)C(=O)c2cc(S(=O)(=O)N3CCOCC3)ccc2Cl)cc1 | -11% | -31% | -4% | ? | nt | nt | -6% | -4% | -4%
COc1ccc(OC)c(-c2noc(CSc3nnc(-c4ccccc4)n3-c3ccccc3)n2)c1 | -24% | -23% | nt | -34%[59 µM] | 9% | 0% | -20% | -10% | 2%
O=C(CSc1nncs1)Nc1ccc(Cl)cn1 | 5% | 3%[57.1 µM] | 15% | 33%[59 µM] | 53% | 1% | 1% | -10% | -4%
CSC(=NCc1ccc(F)cc1)NS(=O)(=O)c1cccs1 | 3% | -9%[57.1 µM] | 13% | -13% | 29% | 2% | 7% | -10% | -6%
CC1(C)CC(=O)CC2(C1)NCC(c1ccccc1)c1c2[nH]c2ccccc12 (stereo not given) | 13% | ? | 3% | ? | -5% | -5% | -35% | -17% | -10%
NC(=O)CC(NC(=O)Cc1ccc(Br)cc1)c1ccc(N2CCC(N3CCCCC3)CC2)c([N+](=O)[O-])c1 (stereo not given) | 3% | -20% | 44% | 56µM* | 10% | 3% | -34% | -15% | -3%
CCOc1cc(C2C(C(=O)OC(C)C)=C(C)N=C3SCCC(=O)N32)ccc1OC(C)=O (stereo not given) | 12% | -6% | 3% | ? | 2% | -11% | -3% | 5% | -7%
COc1ccc(NC(=O)N2CC[C@@]3(CCCN(C(=O)c4cnccn4)C3)C2)cc1 | nt | nt | 5% | 4%[12.7 µM] | nt | -4% | nt | nt | 3%[60.1 µM]
Cc1ccc(-n2c(SCC(=O)NCCN3C(=O)CSC3=O)nnc2-c2ccccc2)cc1 | 7% | ? | 7% | ? | 14% | 5% | 5% | -11% | -17%

Full records as entered above. Values in the order: POLI inh | JMJD2A Tudor inh | APEX1 inh | G9a block | Pol beta inh | BLM helicase inh | BAZ2B inh | Pol eta inh | POLK inh
CSc1nc(N)nc2c1ncn2C1OC(CO)CC1O (stereo not given) in the list: 8% | -1% | nt | nt | nt | nt | nt | -7% | -6%
CC1CCN(C(=O)Cn2c3ccccc3c3nc4n(c(=O)c32)CCS4)CC1 in the list: 30% | -8% | 1% | nt | 18% | 0% | -14% | -17% | 5%

(more compounds)
SMILES | POLI inh | JMJD2A Tudor inh | APEX1 inh | G9a block | Pol beta inh | BLM helicase inh | BAZ2B inh | Pol eta inh | POLK inh
Cc1ccc(OCC(=O)N/N=C\c2ccc(-c3cccc(C(=O)O)c3)o2)c(C)c1 | ? | -36% | 15% | 35µM* | 20µM* | -6% | ? | 3.5µM* | 50µM*
CCC(C)c1ccc(OCC(=O)O)cc1 (stereo not given) | -5% | 13% | 1% | -11%[12.7 µM] | -2% | -9% | 1% | 0% | -7%
COc1ccccc1C1CN(c2ccc(F)cc2F)N=C1c1cccs1 (stereo not given) | 0% | 162%[activator] | 12% | 315%[activator] | 3% | -8% | 134%[activator] | -14% | -9%[60.1 µM]
O=C(NCc1cccnc1)c1ccc(S(=O)(=O)Nc2ccccc2)cc1 | -5% | -14% | 22% | -3% | nt | nt | 10% | 0% | -5%
CC1CCCN(Cc2nc3c(c(=O)n(C)c(=O)n3C)n2CC(=O)c2ccccc2)C1 (stereo not given) | 26% | -12% | 9% | ? | 0% | -2% | 4% | -22% | -5%
CCOC(=O)N1CCC(NS(=O)(=O)c2cc(Br)cc3c2N(C(=O)CC)CC3)CC1 | 42%[activator] | -10% | 15% | ? | 22% | -2% | 11% | -2% | -11%
CC(=O)c1cccc(NC(=O)c2nc(-c3ccccc3)n(-c3ccccc3)n2)c1 | 9% | -13% | nt | -24%[59 µM] | 0% | -4% | -17% | -1% | -17%
O=C(NNC(=O)c1ccccc1Br)c1ccc2nc[nH]c2c1 | ? | ? | ? | nt | 22µM* | -20% | 50µM* | 22µM* | ?
Cc1cccc(Nc2nc(N)c([N+](=O)[O-])c(NCc3ccccc3)n2)c1 | 14% | ? | -7% | -8%[12.7 µM] | -8% | ? | ? | -12% | -14%
Cc1cc(=O)[nH]c(N/N=C/c2ccc(Cl)cc2Cl)n1 | -35% | -3% | 12% | ? | 16% | -7% | -2% | 11% | -1%
CCCC(=O)Nc1cc(-c2nnc(OC)c3ccccc23)ccc1N1CCCCC1 | nt | nt | 2% | ? | 0% | -2% | 6% | nt | nt
CN(C1CCCCC1)S(=O)(=O)c1ccc2c(c1)c(=O)c(C(=O)N1CCN(c3ccc(F)cc3)CC1)cn2C | -7% | -16% | nt | -30%[59 µM] | 0% | -4% | nt | -8% | -8%
CS(=O)(=O)N(CC(=O)NC1CCCC1)c1ccc2c(c1)OCCO2 | 2% | 0% | -6% | -15%[59 µM] | -17% | 0% | -5% | 0% | -1%
CN1CC[C@@]23c4ccccc4N[C@H]1[C@]21CCN(C)[C@@H]3Nc2ccccc21 | nt | nt | -1%[21 µM] | 27%[21.5 µM] | nt | 2%[21.4 µM] | nt | nt | -5%[12 µM]
COc1ccc(OC)c(NC(=O)c2c(N3CCCC3=O)c3cc(OC)ccc3n2C)c1 | 34%[activator] | -29% | nt | ? | 18% | -5% | ? | 0% | -12%
O=C(CC1C(=O)NCCN1C(=O)Nc1ccccc1)Nc1ccc(F)cc1 (stereo not given) | -14%[58.9 µM] | -5% | 0% | nt | 3% | -7% | 14% | -7% | -6%
Cc1ccc(-n2ncc(Br)c(Br)c2=O)cc1 | -21% | 0% | 10% | -17% | 8% | -8% | -19% | -5% | 16%
Cn1cc(CNC(=O)C23CC4CC(CC(C4)C2)C3)cn1 | 9% | -13% | 8% | -7%[59 µM] | 5% | -1% | -11% | 12% | -3%
O=C(NNC(=O)c1ccc(-c2ccccc2)cc1)Nc1ccc(F)cc1F | 1% | -10% | 5% | nt | 25µM* | -1% | -21% | -13% | -4%
COC(=O)c1ccc(S(=O)(=O)N2CCCN(Cc3ccc(F)cc3)CC2)n1C | -16% | -17% | 2% | 2% | 1% | 0% | -20% | -7% | -15%
COc1cccc(-c2nc(N3CCN(C)CC3)c3ccccc3n2)c1 | nt | nt | -1% | -4%[0.501 µM] | nt | 54%[activator] | nt | nt | 2%[60.1 µM]
COc1ccc2ccccc2c1C1CC(=O)N2CN(Cc3ccco3)CSC2=C1C#N (stereo not given) | ? | ? | -3% | 0.56µM* | 50µM* | -18% | -27% | 89µM* | -42%
COc1ccc(C2C(=O)N(C3CCCCCC3)CC(=O)N2Cc2ccccc2)cc1OC (stereo not given) | 0% | -12% | 0% | 24% | -3% | -2% | -2% | -19% | -6%
ON=C1CCN(c2ncc(C(F)(F)F)cc2Cl)CC1 | -5% | -11% | 10% | nt | 5% | -5% | -2% | -13% | -11%
O=P(OC1CCCCC1)(OC1CCCCC1)C(O)c1c(Cl)cccc1Cl (stereo not given) | 11% | -8% | -9% | -9% | 12% | -6% | -8% | -9% | -11%
CC(=O)Nc1ccc(S(=O)(=O)NCc2ccc3c(c2)cc(C)n3C)cc1 | -11% | ? | -8% | 79µM* | -3% | -24% | ? | -15% | -8%

Some values from the list:
Entry for COC(=O)c1ccc(S(=O)(=O)N2CCCN(Cc3ccc(F)cc3)CC2)n1C under POLI inh: -16%
Entry for O=C(CC1C(=O)NCCN1C(=O)Nc1ccccc1)Nc1ccc(F)cc1 (stereo not given) under POLK inh: -6%
